LDHA inh – LDHA (human) enzyme inhibition | purified LDHA, NADH/diaphorase-resazurin fluorescence; active compounds read low | activity change, % (values are at about 110 or 230 µM) | 480,000 tested, 0.15% active; in the data active = activity change below about -30%;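 also: plate controls were DMSO wells for no effect and wells without enzyme for full effect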
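Human LDH5 at 2 nM final in Tris HCl pH 7.4 with 0.06 mM NADH and 0.2 mM pyruvate, reacted 5 minutes at room temperature. Remaining NADH coupled via diaphorase/resazurin; resorufin fluorescence read at 0 and 20 minutes, normalized to enzyme-free and DMSO wells.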
PI4K2A inh – PI4K2A (human) kinase inhibition; purified PI4K2A, ADP-Glo luminescence, 1 h; active compounds read low; 420,000 tested, 0.13% active; activity change, negative = inhibition, % at 76.9 µM; in the data active = activity change below about -50%;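 also: -100% = wells without enzyme as full effect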
Target sequence (Q9BTU6 whole entry, looked up): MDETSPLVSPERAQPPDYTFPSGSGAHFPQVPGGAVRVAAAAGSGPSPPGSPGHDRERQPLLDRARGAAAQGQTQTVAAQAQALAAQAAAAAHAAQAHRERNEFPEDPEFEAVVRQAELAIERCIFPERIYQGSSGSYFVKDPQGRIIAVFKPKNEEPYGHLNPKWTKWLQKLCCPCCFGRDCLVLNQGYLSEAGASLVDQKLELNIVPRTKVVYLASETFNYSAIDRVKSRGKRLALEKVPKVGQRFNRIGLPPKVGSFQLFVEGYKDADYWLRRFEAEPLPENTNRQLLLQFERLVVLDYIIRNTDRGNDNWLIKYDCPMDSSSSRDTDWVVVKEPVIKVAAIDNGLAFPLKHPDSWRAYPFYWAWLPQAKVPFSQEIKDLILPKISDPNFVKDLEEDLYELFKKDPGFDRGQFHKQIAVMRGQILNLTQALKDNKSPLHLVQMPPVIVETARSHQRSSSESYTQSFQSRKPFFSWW
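PI4K2A activity was measured by ADP-Glo luminescence: enzyme (4 ug/mL stock) and phosphatidylinositol (1.2 mM stock) in Tris pH 7.5/MgCl2/EGTA/Triton X-100 buffer were reacted with ATP (300 microM stock) for one hour at ambient temperature.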
* marks the source's active call; other numbers are inactive results; & = joins results of further samples.

The first 4 compounds (preview)
SMILES,LDHA inh,PI4K2A inh
COc1cccc(C(=O)N2CCC[C@H]2C(=O)N2CCC[C@H]2C(=O)N[C@@H](C)c2ccccc2)c1,-4,1
Cc1ccc(S(=O)(=O)N2CC3=C(C2)C2CC2(C)C3)cc1 (configuration not stated),4,1
Cc1ccc2nc3sc(C(=O)N4CCN(C)CC4)cc3cc2c1,12,-1
N#Cc1cccc(C(=O)C(=O)N2CCCN(Cc3ccc(F)cc3)CC2)c1,0,0

All compounds of this part (from the top)
SMILES,LDHA inh,PI4K2A inh
COc1cccc(C(=O)N2CCC[C@H]2C(=O)N2CCC[C@H]2C(=O)N[C@@H](C)c2ccccc2)c1,-4,1
Cc1ccc(S(=O)(=O)N2CC3=C(C2)C2CC2(C)C3)cc1 (configuration not stated),4,1
Cc1ccc2nc3sc(C(=O)N4CCN(C)CC4)cc3cc2c1,12,-1
N#Cc1cccc(C(=O)C(=O)N2CCCN(Cc3ccc(F)cc3)CC2)c1,0,0
CC(=O)OCC(C)n1c(=O)c2ccccc2n1C(C)=O (configuration not stated),1,0
CCCCOCCCNC(=O)C[C@@H]1C[C@@]2(C(=O)OC)CCCCC=C2N(CCc2ccc(OC)c(OC)c2)C1=O,-1,-1
CCOC(=O)[C@]12CCC=C1N(Cc1ccc(Cl)cc1Cl)C(=O)[C@H](CC(=O)NCc1cccs1)C2,1,2
CC(C)NC(=O)C1(C)CN(S(C)(=O)=O)CC(=O)N1Cc1cccc(C(F)(F)F)c1 (configuration not stated),-5,-5
C=CCC[C@H](CCCCC)OC(=O)/C=C/[C@H](O)[C@@H](O)C[C@H](O)CC=C,0,-6
CCCCn1nnnc1C1(C)CCC(=O)N1Cc1ccc(OC)c(OC)c1 (configuration not stated),-6,-1
COc1ccccc1Cc1c(-c2ccco2)nc2c3ccccc3ccn12,6,-6
Nc1nc2cc(Cl)ccc2cc1C(=O)NCCCc1ccccc1,0,7
CCOC(=O)CC1(CCc2ccccc2)Oc2ccccc2O1,1,-2
CCCCn1nnnc1C(c1cc2ccccc2o1)N1CCN(c2ccncc2)CC1 (configuration not stated),1,-1
CCCCCCCCN1C(=O)[C@H](CC(=O)NCCc2ccccc2OC)C[C@@]2(C(=O)OCC)CCC=C12,6,-9
Cc1cccc(C)c1NC(=O)C(C1CC1)n1c(-c2ccc(=O)[nH]c2)nc2ccccc21 (configuration not stated),5,-2
CCCCn1nnnc1C1(C)CCC(=O)N1CCc1ccccc1F (configuration not stated),-10,-5
CC(C)C[C@@H]1CN(CCCC[C@H]2CNC(=O)C(=O)N2CCC2CCCCC2)C(=O)C(=O)N1Cc1ccccc1,0,-5
O=C(NCc1ccccc1)C(c1cccc2ccccc12)n1c(=O)c(-c2ccccc2)nc2ccccc21 (configuration not stated),-1,-9
Cc1cccc(C)c1-n1nnnc1C1(C)CCC(=O)N1Cc1cccs1 (configuration not stated),-15,-4
COc1ccc(S(=O)(=O)N2CCC[C@H]2C(=O)N2CCC[C@H]2C(=O)NCc2ccccn2)cc1C,0,1
CCOC(=O)[C@]12CCC=C1N(Cc1ccc(Cl)cc1Cl)C(=O)[C@H](CC(=O)NCCCN1CCCC1=O)C2,-2,8
CO[C@@H]1CN(C)C(=O)c2ccc(NC(=O)c3ccccc3F)cc2OC[C@@H](C)N(CC2CCOCC2)C[C@@H]1C,0,-7
COCCN1C(=O)COc2ccccc2C1C(=O)Nc1c(C)cccc1C (configuration not stated),5,-14
CCN(C)C1CN(Cc2cn(CCCC(=O)OC)nn2)S(=O)(=O)C1 (configuration not stated),2,-5
CCCCNC(=O)C1C(c2ccc(OC)cc2)=Nc2ccccc2N1C(=O)c1cccnc1 (configuration not stated),-5,-5
O=S1(=O)CC(N2CC=CC2)CN1Cc1cn(Cc2ccc(F)cc2)nn1 (configuration not stated),1,-6
CCCCNC(=O)C1c2ccccc2OCC(=O)N1CCc1ccc(OC)c(OC)c1 (configuration not stated),-11,4
O=C(C[C@@H]1C=C[C@@H](NC(=O)C2CC2)[C@@H](CO)O1)NCc1ccccc1Cl,-7,-5
O=C(NC1CCCCC1)C(c1ccccc1F)n1c(=O)c(-c2ccco2)nc2ccccc21 (configuration not stated),3,-7
O=C(CNC(=O)c1ccccc1)OC(C(=O)Nc1cc([N+](=O)[O-])ccc1F)c1ccccc1 (configuration not stated),-10,-3
COC(=O)C[C@H]1CC[C@@H](NS(=O)(=O)c2ccc(C)cc2)[C@@H](CO)O1,-4,-3
Cc1ccc(S(=O)(=O)N2C(c3cccc(Cl)c3)CC=C(C(=O)O)C2c2cccc(Cl)c2)cc1 (configuration not stated),-5,3
COC(=O)/C=C1\OCc2ccccc21,-1,-2
Cc1cc(C)c(NC(=O)C2C(=O)Nc3ccccc3C(=O)N2C(C)(C)C)c(C)c1 (configuration not stated),-4,-2
CC(C)C[C@H]1CN([C@@H](Cc2ccccc2)CN2CCCC2CN2C(=S)NC[C@@H]2Cc2ccccc2)C(=S)N1CC1CCCCC1 (some centres not stated),1,2
CC(C)(C)C1CCC(=O)N2CCC[C@]2(c2ccccc2)C1 (some centres not stated),-7,-1
Cc1ccc(SC[C@H](C)CN2CCC(NC(=O)OCc3ccccc3)CCC2=O)cc1 (some centres not stated),1,-2
N#Cc1cccc(C(=O)C(=O)N2CCC(Cc3ccccc3)CC2)c1,-1,-2
CCC(C)[C@H]1CNC(=O)C(=O)N1CCc1cccc(F)c1 (some centres not stated),3,-4
CCCCn1nnnc1C(c1cc2ccccc2o1)N(C)Cc1ccccc1 (configuration not stated),7,5
COC(=O)[C@@]1(Cc2ccc(OC)cc2)[C@H]2c3cc(C(=O)N4CCCC4)n(Cc4ccccn4)c3C[C@H]2CN1C(=O)c1ccccc1,6,1
N#CCC1(O)C(=O)N(Cc2ccccc2)c2ccccc21 (configuration not stated),-11,2
Cc1ccc(Cc2c(-c3ccccc3)nc3c(C)cc(Br)cn23)cc1,-1,5
O=C1C(=Cc2ccc(Cl)cc2)Cc2ccccc21,-3,6
CCCCCCCCN1C(=O)[C@H](CC(=O)N2CCC(c3ccccc3)CC2)C[C@@]2(C(=O)OC)CCCCC=C12,2,0
COc1ccccc1Cc1c(C2CCCCC2)nc2cc(C)c(Br)c(C)n12,2,0
O=C(NCCN1CCC(n2c(=O)[nH]c3ccccc32)CC1)c1cccc2c1-c1ccccc1C2=O,-8,-7
CC1(C(=O)Nc2ccc3c(c2)OCCO3)CSCC(=O)N1C1CC1 (configuration not stated),-6,-4
O=C1NC[C@H](CCCCN2C[C@H](Cc3ccc(O)cc3)N(CCc3ccccc3)C(=O)C2=O)N(CCc2ccc(O)cc2)C1=O,-2,2
O=C1c2c(-c3ccc(Br)cc3)noc2CCN1Cc1cn(Cc2cccnc2)nn1,-2,-5
COC(=O)C1=CN(c2c(C)cc(C)cc2C)C(N)=C(C#N)C1c1cccc(F)c1 (configuration not stated),0,4
CC(C)C[C@@H](CN1CCC[C@H]1CN1C(=O)C(=O)NC[C@@H]1Cc1ccc(O)cc1)N1C[C@H](Cc2ccc(O)cc2)N(CCc2ccccc2)C(=O)C1=O,-2,5
COC1=CC(=O)OC(c2cccc(Cl)c2)C1 (configuration not stated),-11,5
CC(=O)N1c2ccccc2N=C(c2ccc(C(F)(F)F)cc2)C1C(=O)NC1CCCC1 (configuration not stated),2,-1
O=C1Nc2ccccc2-c2nnnn2C1N1CCC(Cc2ccccc2)CC1 (configuration not stated),-6,1
COc1ccc(CCN2C(=O)c3ccccc3C2c2nnnn2C(C)C)cc1OC (configuration not stated),-2,6
Nc1[nH]c(C(=O)c2ccccc2)c(-c2ccccc2C(F)(F)F)c1C(=O)NCCc1c[nH]c2ccccc12,6,-1
O=C1c2ccccc2C(c2nnnn2C2CCCCC2)N1CCc1ccc(O)cc1 (configuration not stated),0,-3
COC(=O)[C@]12CCCCC=C1N(Cc1ccco1)C(=O)[C@H](CC(=O)NCC1CCCCC1)C2,-5,-1

(continued)
SMILES,LDHA inh,PI4K2A inh
O=C(NC1CCCC1)N[C@@H]1CC[C@@H](CC(=O)N2CCOCC2)O[C@@H]1CO,-2,-4
O=C(Nc1ccc(C(=O)N2CCN(c3ccncc3)CC2)cc1)c1ccc(Br)o1,7,2
CCc1c(-c2ccc(Cl)cc2)ncn1Cc1cccc(-c2ccccc2)c1,0,-4
COc1ccc(NC(=O)C2c3ccccc3OCC(=O)N2CC(F)(F)F)cc1 (configuration not stated),-1,-4
CCOC(=O)N1CCN(C(C(=O)NC2CCCC2)c2cccc(OC)c2OC)CC1 (configuration not stated),0,-5
O=c1[nH]c(=S)[nH]c2c1[C@H](CCc1cccc(Cl)c1)O[C@H](C1CCCC1)C2,0,-2
Cc1ccc(Cc2c(C3CCCCC3)nc3c(C)cc(Br)cn23)cc1,9,-23
COc1ccc(CN2C(=O)CCC2(C)c2nnnn2C2CCCCC2)cc1 (configuration not stated),-6,-1
CC(=O)C[C@@H]1OC[C@H](C)N1S(=O)(=O)c1ccc(C)cc1,-3,-3
CC(C(=O)NC1CCCC1)n1c(C2CC2)nc2ccccc21 (configuration not stated),-1,0
O=C(Nc1ccc2c(c1)OCCO2)C1c2ccccc2OCC(=O)N1CCc1c[nH]c2ccccc12 (configuration not stated),-1,1
CCCCCCCCN1C(=O)[C@H](CC(=O)NCc2cccc(C(F)(F)F)c2)C[C@@]2(C(=O)OCC)CCC=C12,2,-1
COC(=O)C1=CN(c2c(C)cc(C)cc2C)C(N)=C(C#N)C1c1ccccc1 (configuration not stated),-3,0
COc1ccc(C(C(=O)NCc2ccccc2)n2c(=O)c(-c3ccco3)nc3ccccc32)cc1 (configuration not stated),-3,-3
CCOC(=O)[C@]12CCCC=C1N(Cc1ccc(Cl)cc1Cl)C(=O)[C@H](CC(=O)NCc1ccccc1)C2,1,-2
CC(C)C[C@H]1CN(CCCC[C@H]2CNC(=O)C(=O)N2CCc2ccc(O)cc2)C(=O)C(=O)N1Cc1ccccc1,-6,-8
CCOC(=O)/C=C/c1cccc(C)c1O,-5,4
O=C(N[C@H]1C=C[C@H](CC(=O)N2CCCCC2)O[C@@H]1CO)c1cccc(F)c1,-2,-5
COc1cc(F)c(S(=O)(=O)N2CCCN(S(=O)(=O)c3cccc(N)c3)CC2)c(F)c1,1&-12,0
O=C1c2c(-c3ccc(Br)cc3)noc2CCN1Cc1cn(C2CCCC2)nn1,-1,2
CCOc1cc(OCC)cc(C(=O)N2CCC[C@H]2C(=O)N2CCC[C@H]2C(=O)N(C)Cc2ccccc2)c1,3,0
COC(=O)CCCn1cc(CN2CC(N3CCN(Cc4ccccc4F)CC3)CS2(=O)=O)nn1 (configuration not stated),1,-4
O=C(NC1CCCC1)C1C(c2ccc(C(F)(F)F)cc2)=Nc2ccccc2N1C(=O)c1cc2ccccc2[nH]1 (configuration not stated),8,1
CCCCn1nnnc1C(c1ccccc1)N1CCN(c2cc(C)ccc2C)CC1 (configuration not stated),-5,0
CCCNC(=O)N1C[C@H](O)COC[C@@H]2O[C@@H](CC(=O)NCCCN3CCOCC3)CC[C@H]21,1,-2
Nc1ccn([C@@H]2O[C@H](C(=O)NCCCN3CCCC3=O)[C@@H](O)[C@H]2O)c(=O)n1,-4,-2
CC1OC(CCc2cccc(Cl)c2)Cc2[nH][nH]c(=O)c21 (configuration not stated),0,-4
CC(C)(C)NC(=O)C1c2ccccc2OCC(=O)N1CCCN1CCOCC1 (configuration not stated),0,-2
O=c1[nH][nH]c2c1C(c1cccc(C(F)(F)F)c1)OC(CCc1ccccc1)C2 (configuration not stated),1,1
COP(=O)(OC)OC(C(=O)c1ccccc1)c1ccccc1 (configuration not stated),-4,1
Fc1ccc(-c2nc3c(Cl)cc(C(F)(F)F)cn3c2Cc2cccc(Cl)c2)cc1,5,-2
CC1(C)OC(=O)C2=C(C[C@@H](C3CCCC3)O[C@H]2c2ccc(Cl)cc2)O1,-2,5
O=C1NC[C@H](CCCCN2CCN(CCC3CCCCC3)C(=O)C2=O)N(CCC2CCCCC2)C1=O,-4,-5
COC(=O)C1=CN(c2ccc(C(C)(C)C)cc2)C(N)=C(C#N)C1c1ccc(OC)cc1 (configuration not stated),1,5
COC(=O)C1(C(=O)OC)C2CCCCC2N(S(=O)(=O)c2ccc(C)cc2)[C@@H]1CC(C)=O (some centres not stated),1,-4
CN1C(=O)C(c2cn(C)c3ccccc23)(c2cn(C)c3ccccc23)c2cc(F)ccc21,0,-5

4 of the entries above in order of the PI4K2A inh value, highest first.
structure	PI4K2A inh
Cc1ccc(S(=O)(=O)N2C(c3cccc(Cl)c3)CC=C(C(=O)O)C2c2cccc(Cl)c2)cc1 (configuration not stated)	3
O=C(Nc1ccc2c(c1)OCCO2)C1c2ccccc2OCC(=O)N1CCc1c[nH]c2ccccc12 (configuration not stated)	1
CCCCn1nnnc1C(c1ccccc1)N1CCN(c2cc(C)ccc2C)CC1 (configuration not stated)	0
CC(C)(C)C1CCC(=O)N2CCC[C@]2(c2ccccc2)C1 (some centres not stated)	-1

Compound activity deposited in PubChem BioAssay by National Center for Advancing Translational Sciences (NCATS).

The list is partial; rates above refer to the full screens.
